NS5 inhibitors: Dengue-2 NS5 methyltransferase inhibitors, primary screen, biochemical, confirmation dose response (AID 588689). 340,000 tested, 0.3% active. Dengue-2 NS5 methyltransferase capping enzyme assay, biochemical; higher % means a stronger effect. one-dose inhibition, % at 25 µM; IC50 in µM for titrated hits; in the data active = a potency from the dose series
Rac1 GTP hydrolysis: MgcRacGAP GTPase-activating activity inhibitors, confirmation, biochemical, ADP Hunter fluorescence | one-dose inhibition, % at 30 µM; IC50 in µM for titrated hits | 340,000 tested, 0.6% active | AID 624330 | MgcRacGAP-stimulated Rac1 GTP hydrolysis, ADP Hunter fluorescence; higher % means a stronger effect; GST-tagged Rac1 F28L mutant substrate;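 active = first-screen hits whose inhibition reached a set limit at any dose in the follow-up dose series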;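 also: fluorescence reports GDP produced by GAP-driven GTP hydrolysis; strong numbers were not always called active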
* marks the source's active call; other numbers are inactive results. Not all compounds are listed; count on the stated rates, not on these rows.

Start of the data: the first 2 entries as a preview:
For COc1ccc(NC(=O)O[C@@H](C)[C@@H]2CN3CCc4c([nH]c5ccc(-c6ccc(OC)cc6)cc45)[C@@H]3C[C@@H]2N(C)C(=O)Nc2ccc(OC)cc2)cc1 the results were NS5 inhibitors -5% and Rac1 GTP hydrolysis 15%.
CC1(c2ccccc2)NC(=O)N(CC(=O)N2CCc3ccccc32)C1=O (stereo unspecified) was read as NS5 inhibitors 3% and Rac1 GTP hydrolysis 13%.

Results, from the start:
For COc1ccc(NC(=O)O[C@@H](C)[C@@H]2CN3CCc4c([nH]c5ccc(-c6ccc(OC)cc6)cc45)[C@@H]3C[C@@H]2N(C)C(=O)Nc2ccc(OC)cc2)cc1 the results were NS5 inhibitors -5% and Rac1 GTP hydrolysis 15%.
CC1(c2ccccc2)NC(=O)N(CC(=O)N2CCc3ccccc32)C1=O (stereo unspecified) was read as NS5 inhibitors 3% and Rac1 GTP hydrolysis 13%.
Cc1ccc([C@H]2C[C@@H](n3cc(C4CC4)nn3)[C@H](O)CN2C(=O)c2cccs2)cc1 was read as NS5 inhibitors -6% and Rac1 GTP hydrolysis 12%.
`COc1cccc(/C=C/c2nc(S(=O)(=O)c3ccccc3)c(N3CCC(C(N)=O)CC3)o2)c1` gave NS5 inhibitors -4% and Rac1 GTP hydrolysis 21%.
Screening c1ccc2cc(C3OCC4(CCCC4)CO3)ccc2c1 returned NS5 inhibitors 5% and Rac1 GTP hydrolysis 4%.
For Cc1ccc([C@H]2C[C@H](O)[C@@H](n3cc(-c4ccc(F)cc4)nn3)CN2CC2CCCCC2)cc1 the results were NS5 inhibitors -3% and Rac1 GTP hydrolysis 3%.
COc1cc(CNC[C@H]2O[C@@H](n3cc(C)c(=O)[nH]c3=O)C[C@@H]2O)ccc1OCc1cccc(Cl)c1 was read as NS5 inhibitors -8% and Rac1 GTP hydrolysis 9%.
Screening O=S(=O)(Nc1ccc(-c2cn3c(n2)SCC3)cc1)c1cc(F)ccc1F returned NS5 inhibitors 3% and Rac1 GTP hydrolysis 3%.
O=C1NC(Cc2ccc(O)cc2)c2nc3cc(F)ccc3c(=O)n2-c2cc3ccccc3cc21 (stereo unspecified) was read as NS5 inhibitors -6% and Rac1 GTP hydrolysis 5%.
For Cc1ccc(NC(=O)CN2CCN(C(=O)C3CC3)CC2)c(F)c1 the results were NS5 inhibitors -1% and Rac1 GTP hydrolysis 4%.
O=C(CN1CCN(C(=O)CCC(=O)N2CCC(c3ccccc3)=N2)CC1)Nc1cccc(F)c1 was read as NS5 inhibitors -3% and Rac1 GTP hydrolysis 11%.
`COc1cc(C(C)=O)ccc1OCC(=O)N1CCC(Cc2ccccc2)CC1` gave NS5 inhibitors 0% and Rac1 GTP hydrolysis 19%.
Screening CCN(CC)C(=O)C1=C(C)N(CCC2=CCCCC2)C(=O)C(CC(=O)NC(c2ccccc2)c2ccccc2)C1 (stereo unspecified) returned NS5 inhibitors -6% and Rac1 GTP hydrolysis 17%.
For Cc1ccccc1OS(=O)(=O)c1cccc([N+](=O)[O-])c1 the results were NS5 inhibitors 2% and Rac1 GTP hydrolysis 6%.
COc1ccccc1-c1ccc2c(c1)O[C@@H](CN(C)C(=O)c1ccncc1)[C@H](C)CN([C@@H](C)CO)S2(=O)=O was read as NS5 inhibitors -3% and Rac1 GTP hydrolysis 9%.
For Nc1ccccc1SC(CC(=O)c1ccccc1)c1ccccc1 (stereo unspecified) the results were NS5 inhibitors -13% and Rac1 GTP hydrolysis 8%.
Screening CC(=O)N1C[C@H]2CON(C)[C@H]2C[C@H]1c1cccc(-c2cc(Cl)cc(Cl)c2)c1 returned NS5 inhibitors -4% and Rac1 GTP hydrolysis 16%.
For C=CCN1C(=O)/C(=C/N(C)C)S/C1=N\S(=O)(=O)c1cccs1 the results were NS5 inhibitors -3% and Rac1 GTP hydrolysis 7%.
Screening CC(C)Cn1c(SCC(=O)NC2CC2)nc2ccccc21 returned NS5 inhibitors -4% and Rac1 GTP hydrolysis 3%.
`COc1ccc([C@H]2N[C@]3(CCCN(Cc4ccco4)C3=O)[C@H]3C(=O)N(C)C(=O)[C@@H]23)cc1` gave NS5 inhibitors -2% and Rac1 GTP hydrolysis 19%.
Screening O=C(Nc1ccc(N2CCOCC2)cc1)C1CCN(S(=O)(=O)c2cccc(C(F)(F)F)c2)CC1 returned NS5 inhibitors -10% and Rac1 GTP hydrolysis -4%.
For CCCCN1C[C@H](C)[C@@H](CC(=O)Nc2ccccc2)C1=O the results were NS5 inhibitors 3% and Rac1 GTP hydrolysis 17%.
CCN1C(=O)[C@H]2[C@@H](c3ccc(C)cc3)N[C@]3(CCCN(CC4CCCCC4)C3=O)[C@H]2C1=O was read as NS5 inhibitors 7% and Rac1 GTP hydrolysis 15%.
O=C(NC1CCCCC1)c1cccc(NC(=O)c2ccccc2Cl)c1 was read as NS5 inhibitors 8% and Rac1 GTP hydrolysis 13%.

Taken from the results shown, 2 compounds:
CCN1C(=O)[C@H]2[C@@H](c3ccc(C)cc3)N[C@]3(CCCN(CC4CCCCC4)C3=O)[C@H]2C1=O was read as NS5 inhibitors 7% and Rac1 GTP hydrolysis 15%.
O=C(NC1CCCCC1)c1cccc(NC(=O)c2ccccc2Cl)c1 was read as NS5 inhibitors 8% and Rac1 GTP hydrolysis 13%.

Next part.
Screening CCOc1ccc2oc(C(=O)Nc3ccc(C)cn3)c(C)c2c1 returned NS5 inhibitors 2% and Rac1 GTP hydrolysis 13%.
For CCOC(=O)N1CCN(C(=O)c2ccc(CS(=O)c3cccc(C)c3)o2)CC1 (stereo unspecified) the results were NS5 inhibitors 8% and Rac1 GTP hydrolysis 19%.
Screening O=C(NCC1CCCO1)c1cccc(S(=O)(=O)Nc2ccccc2Cl)c1 (stereo unspecified) returned NS5 inhibitors 1% and Rac1 GTP hydrolysis 7%.
Screening CCOC(=O)CCCCCC(=O)Nc1ccc2c(c1)C(=O)N([C@H](C)CO)C[C@@H](C)[C@@H](CN(C)C(=O)CCC(F)(F)F)OCCCC[C@H](C)O2 returned NS5 inhibitors -8% and Rac1 GTP hydrolysis 7%.
For CCOC(=O)NC(=S)Nc1cccc(C)n1 the results were NS5 inhibitors 4% and Rac1 GTP hydrolysis 21%.
`COC(=O)C1CC(c2ccccc2)N(c2ccccc2)O1` (stereo unspecified) gave NS5 inhibitors 4% and Rac1 GTP hydrolysis 5%.
Cc1ccc(S(=O)(=O)Nc2ccccc2C=NNC(=O)c2ccncc2)cc1 was read as NS5 inhibitors 0% and Rac1 GTP hydrolysis 3%.
Cc1cn([C@H]2C[C@H](O)[C@@H](CNCc3ccc(C#CCCO)cc3)O2)c(=O)[nH]c1=O was read as NS5 inhibitors -6% and Rac1 GTP hydrolysis 6%.
For N#Cc1ccc(NC(=O)COC(=O)C2CCC2)cc1 the results were NS5 inhibitors -5% and Rac1 GTP hydrolysis 7%.
For CNc1n[nH]c(-c2ccccc2)n1 the results were NS5 inhibitors -4% and Rac1 GTP hydrolysis 3%.
C[C@@H]1CN([C@@H](C)CO)C(=O)CCCn2nncc2CO[C@H]1CN(C)C(=O)C1CC1 was read as NS5 inhibitors -3% and Rac1 GTP hydrolysis 9%.
For C[C@H]1CN([C@@H](C)CO)C(=O)CCCn2nncc2CO[C@@H]1CN(C)Cc1cccc(C(F)(F)F)c1 the results were NS5 inhibitors -2% and Rac1 GTP hydrolysis -8%.

The last 3 records of the section before are carried over, then new ones follow:
For CNc1n[nH]c(-c2ccccc2)n1 the results were NS5 inhibitors -4% and Rac1 GTP hydrolysis 3%.
C[C@@H]1CN([C@@H](C)CO)C(=O)CCCn2nncc2CO[C@H]1CN(C)C(=O)C1CC1 was read as NS5 inhibitors -3% and Rac1 GTP hydrolysis 9%.
For C[C@H]1CN([C@@H](C)CO)C(=O)CCCn2nncc2CO[C@@H]1CN(C)Cc1cccc(C(F)(F)F)c1 the results were NS5 inhibitors -2% and Rac1 GTP hydrolysis -8%.
`C#CCN(C[C@@H]1[C@@H](OC(=O)NCc2ccccc2)[C@@H](OC(=O)NCc2ccccc2)Cn2c(=O)n(CCCCCC)c(=O)n21)S(=O)(=O)c1ccc(C)cc1` gave NS5 inhibitors -6% and Rac1 GTP hydrolysis 8%.
`CN1OC[C@@H]2CN[C@H](c3ccc(-c4cc5ccccc5o4)cc3)C[C@@H]21` gave NS5 inhibitors -3% and Rac1 GTP hydrolysis 11%.
Screening CCN1C(=O)[C@H]2[C@@H](c3ccc(C(F)(F)F)cc3)N[C@]3(CCCN(Cc4ccc(C(F)(F)F)cc4)C3=O)[C@H]2C1=O returned NS5 inhibitors -1% and Rac1 GTP hydrolysis 14%.
For CCCCN1C[C@H](c2ccc(OC)cc2)[C@@H](CC(=O)Nc2ccc(OC)cc2)C1=O the results were NS5 inhibitors 3% and Rac1 GTP hydrolysis 17%.
N#CC(c1ccc(N)cc1)C(CC(=O)c1ccccc1)c1ccccc1 (stereo unspecified) was read as NS5 inhibitors -4% and Rac1 GTP hydrolysis 4%.
C[C@@H]1CN([C@@H](C)CO)C(=O)CCCn2nncc2CO[C@@H]1CN(C)S(=O)(=O)c1ccc(F)cc1 was read as NS5 inhibitors -6% and Rac1 GTP hydrolysis 14%.
For CC(C)(CNC(=O)c1cccc(S(=O)(=O)N2CCCCC2)c1)N1CCOCC1 the results were NS5 inhibitors 4% and Rac1 GTP hydrolysis 3%.
CC1=C(C(=O)N2CCOCC2)CC(CC(=O)NC2CCCCC2)C(=O)N1CCCN1CCCC1=O (stereo unspecified) was read as NS5 inhibitors -3% and Rac1 GTP hydrolysis 11%.
`C[C@@H]1CN([C@H](C)CO)C(=O)c2c(c3ccccc3n2C)-c2ccccc2CO[C@@H]1CN(C)Cc1ccc(O)cc1` gave NS5 inhibitors -2% and Rac1 GTP hydrolysis 10%.
For C[C@H]1CN([C@@H](C)CO)C(=O)CCCn2nncc2CO[C@@H]1CN(C)Cc1ccc(Oc2ccccc2)cc1 the results were NS5 inhibitors -3% and Rac1 GTP hydrolysis 12%.
Screening CC(C)CC#Cc1ccc2c(c1)O[C@H](CN(C)C(=O)Nc1ccccc1)[C@@H](C)CN([C@H](C)CO)S2(=O)=O returned NS5 inhibitors -8% and Rac1 GTP hydrolysis 6%.
Screening C[C@@H]1CN([C@@H](C)CO)C(=O)c2cc(C#Cc3ccccc3)cnc2O[C@H]1CN(C)C(=O)c1ccccc1F returned NS5 inhibitors -2% and Rac1 GTP hydrolysis 12%.
`COc1ccc(-n2ncc3c(SCC(=O)OC(C)C)ncnc32)cc1` gave NS5 inhibitors 4% and Rac1 GTP hydrolysis 20%.
`CC1=C(C(=O)N(C)C)CC(CC(=O)NC2CC2)C(=O)N1Cc1ccc(C(C)(C)C)cc1` (stereo unspecified) gave NS5 inhibitors 8% and Rac1 GTP hydrolysis 14%.
CC(C)OC(=O)N(C)C[C@@H]1OCc2cnnn2CCCC(=O)N([C@@H](C)CO)C[C@@H]1C was read as NS5 inhibitors 1% and Rac1 GTP hydrolysis 16%.
Screening CN(C)Cc1ccccc1CNC(=O)c1ccc(Cl)c(S(=O)(=O)NC2CC2)c1 returned NS5 inhibitors 5% and Rac1 GTP hydrolysis 0%.
`CCC(=C(c1ccc(O)cc1)c1ccc(OCCN(C)C)cc1)c1ccccc1` gave NS5 inhibitors 0% and Rac1 GTP hydrolysis 5%.
CC(OC(=O)C1COc2ccccc2O1)C(=O)c1ccccc1 (stereo unspecified) was read as NS5 inhibitors -4% and Rac1 GTP hydrolysis -5%.
For COC1OC2COC(c3ccccc3)OC2C2OC(c3ccccc3)OC12 (stereo unspecified) the results were NS5 inhibitors 5% and Rac1 GTP hydrolysis 3%.
Screening COc1ccc(S(=O)(=O)N2CCN(CC(=O)N3CCNC3=O)CC2)cc1OC returned NS5 inhibitors -9% and Rac1 GTP hydrolysis 3%.
`Cc1ccc(CNC(=O)c2ccc(S(=O)(=O)N3CCCCCC3)cc2)cc1` gave NS5 inhibitors -1% and Rac1 GTP hydrolysis 13%.
`O=C(CN1CCN(S(=O)(=O)c2ccc(Br)s2)CC1)NCC1CCCCC1` gave NS5 inhibitors -2% and Rac1 GTP hydrolysis -3%.
Screening Nc1ccc(C(=O)Nc2ccc(Nc3ccncc3)cc2)c([N+](=O)[O-])c1 returned NS5 inhibitors -7% and Rac1 GTP hydrolysis 7%.
For COc1ccc(NC(=O)CCNC(=O)N2CC(=O)Nc3ccccc32)cc1 the results were NS5 inhibitors -4% and Rac1 GTP hydrolysis 22%.

Three structures out of the list, arranged by heavy-atom count, highest first:
`CC1=C(C(=O)N(C)C)CC(CC(=O)NC2CC2)C(=O)N1Cc1ccc(C(C)(C)C)cc1` (stereo unspecified) gave NS5 inhibitors 8% and Rac1 GTP hydrolysis 14%.
Screening Nc1ccc(C(=O)Nc2ccc(Nc3ccncc3)cc2)c([N+](=O)[O-])c1 returned NS5 inhibitors -7% and Rac1 GTP hydrolysis 7%.
CC(OC(=O)C1COc2ccccc2O1)C(=O)c1ccccc1 (stereo unspecified) was read as NS5 inhibitors -4% and Rac1 GTP hydrolysis -5%.

(list continues)
Screening CCCCN1C(=O)C(CC(=O)NC2CCCC2)CC(C(=O)N(CC)CC)=C1C (stereo unspecified) returned NS5 inhibitors -1% and Rac1 GTP hydrolysis 11%.
Screening CCOC(=O)N(C)C[C@H]1OCc2cnnn2CCCC(=O)N([C@@H](C)CO)C[C@H]1C returned NS5 inhibitors 5% and Rac1 GTP hydrolysis 15%.
`Cc1ccc(NC(=C(C#N)C#N)c2ccccc2)cc1` gave NS5 inhibitors 7% and Rac1 GTP hydrolysis 8%.
`Cc1cn([C@H]2C[C@H](O)[C@@H](CNC(=O)[C@H](N)Cc3cscn3)O2)c(=O)[nH]c1=O` gave NS5 inhibitors 6% and Rac1 GTP hydrolysis -9%.
`Cc1ccc(CNC(=O)C2CCN(S(=O)(=O)N3CCC(C)CC3)CC2)cc1` gave NS5 inhibitors -4% and Rac1 GTP hydrolysis 13%.
